High-throughput results from PubChem.
APP 5UTR inh – APP translation inhibition. SH-SY5Y APP 5'UTR-luciferase reporter, luminescence. inhibition, % at 2 µM. 0.82% of 190,000 active;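 active means inhibition above a set limit, derived from the sample mean plus 3 SD, cut at about 45% in these data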; further: values of inactives mirror those of a sister screen read the other way
G6PDH CS – L. mesenteroides G6PDH inhibition counter-screen | Purified L. mesenteroides G6PDH, diaphorase/resazurin coupled fluorescence, 45 min | 0.12% of 200,000 active | inhibition, % at 5 µM; in the data active means inhibition above about 50%
FLuc stim CS – firefly luciferase counter-screen for stimulation assays; P08659; activation factor at 10 µM; 200,000 tested, under 10 active; ATPlite luciferase biochemical, luminescence, 10 min; 0 = ATP-free wells, 1 = DMSO control;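 active means luciferase activation factor, scaled between plate controls, of at least 2 with compound at 10 µM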
Target sequence (P08659 whole entry, looked up): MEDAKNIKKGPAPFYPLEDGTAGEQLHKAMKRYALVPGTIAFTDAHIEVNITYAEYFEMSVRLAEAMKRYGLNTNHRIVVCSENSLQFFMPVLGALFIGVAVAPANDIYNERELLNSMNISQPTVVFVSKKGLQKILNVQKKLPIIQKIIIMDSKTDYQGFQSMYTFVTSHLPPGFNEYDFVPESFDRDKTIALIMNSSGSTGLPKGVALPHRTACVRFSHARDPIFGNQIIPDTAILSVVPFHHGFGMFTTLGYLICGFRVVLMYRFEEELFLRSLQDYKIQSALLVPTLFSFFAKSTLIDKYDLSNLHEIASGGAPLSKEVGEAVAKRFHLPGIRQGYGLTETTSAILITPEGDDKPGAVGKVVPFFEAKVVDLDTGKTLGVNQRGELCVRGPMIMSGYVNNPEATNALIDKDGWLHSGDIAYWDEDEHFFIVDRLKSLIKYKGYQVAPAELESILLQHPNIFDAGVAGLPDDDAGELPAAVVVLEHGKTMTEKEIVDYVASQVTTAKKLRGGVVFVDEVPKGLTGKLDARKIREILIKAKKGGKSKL
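System: luciferase plus luciferin reagent, cell-free; medium: PBS as buffer for the ATP substrate; dosing: test compounds dosed from 2 mM stocks in 100% DMSO; timing: 10 min post-reagent at room temperature; measured by: luminescence measurement of luciferase light output; evaluation: luciferase activation, seen as luminescence increase over controls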
DTT redox prof – compounds producing H2O2 with reducing agent – biochemical, NIH compound library profiling, artefact control for MLSCN library redox annotation, primary screen; AID 878; 0.03% of 200,000 active; DTT-dependent redox cycling H2O2, phenol red/HRP absorbance; 100% = 100 µM peroxide control, 0% = buffer; activation, % at 10 µM;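 active means activation of at least 50% relative to the plate's high and low controls in the primary single-dose screen; inactive means activation below 50%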;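 further: compound incubated with DTT at 0.8 mM final as the reducing agent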
FLuc inhib CS – counter-screen for luciferase assay inhibitors: firefly luciferase inhibition | 1.5% of 200,000 active | AID 1006 | inhibition, % at 10 µM | ATPLite firefly luciferase biochemical luminescence, 10 min;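 active means inhibition above about 50% when tested at 10 µM, limit read from the data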
APP 5'UTR act – APP 5'UTR luciferase reporter activation. SH-SY5Y APP 5'UTR luciferase reporter, luminescence; zero percent = DMSO vehicle wells. activation, % at 2 µM. 1% of 190,000 active. AID 1276;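 active means activation above a set limit, based on mean plus 3 SD of controls, cut at about 140% in these data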; further: values of inactives mirror those of a sister screen read the other way
Hsp70 activator – transcriptional activators of Hsp70; HeLa Hsp70 promoter luciferase reporter, luminescence; scaled: vehicle 0, proteasome-inhibitor control 100%; activation, % at 10 µM; 0.04% of 200,000 active; AID 1203;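 active means activation above the mean across all tested compounds plus 3 SD, cutoff set per campaign, cut at about 5.5% in these data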;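 further: 100% = MG132 at 30 µM as the positive control and 0% = DMSO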
NF-kB neuron act – NF-kB expression increase, human neuronal cells; NF-kB reporter expression; hits give high values; fold change at 12.5 µM; 1.6% of 190,000 active; in the data active means fold change above about 3.3
STAT1 act – STAT1 signaling activation; NIH 3T3 STAT1-luciferase reporter, IFN-gamma, luminescence; 100% = IFN-gamma alone, no compound; activation (% of control), % at 5.5 µM; 2.6% of 200,000 active; AID 932;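 active means activation above the screen-wide mean activation plus 3 SD, cut at about 130% in these data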;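 further: raw ratio to IFN-gamma control signal so 100% means no change and 0% no light; values of inactives mirror those of a sister screen read the other way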
HMGR II inh – E. faecalis class II HMG-CoA reductase inhibition; 0.41% of 190,000 active; inhibition, % at 10 µM; purified E. faecalis HMGR, NADPH absorbance 340 nm kinetic;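 active means inhibition above a set limit, the median over all tested compounds plus 3 SD, cut at about 9.5% in these data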;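 further: enzyme runs in reverse so mevalonate oxidation gives rising NADPH absorbance; 0% = complete reaction with DMSO and 100% = background rate lacking mevalonate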
* hit, by the source's call; / = not tested or not shown.

Every second line gives: APP 5UTR inh	G6PDH CS	FLuc stim CS	DTT redox prof	FLuc inhib CS	APP 5'UTR act	Hsp70 activator	NF-kB neuron act	STAT1 act	HMGR II inh
1: CCN(CC)CCNC(=O)c1ccc(N2CCCCC2)c(NS(=O)(=O)c2ccc(C)cc2)c1
→ -8.6	-26.6	1.1	2.9	-8.0	8.6	0.3	0.67	98.0	-0.8
2: COc1ccc(-n2c(SCC(=O)Nc3cc(C)on3)nc3c([nH]c4ccccc43)c2=O)cc1
→ -4.9	9.8	1	-0.4	-1.8	4.9	-0.1	1.75	74.7	-2.4
3: C=CCNC(=O)CSc1nc2sc(C)c(C)c2c(=O)[nH]1
→ -3.6	-14.9	1.1	-0.5	-5.8	3.6	-0.3	1.19	92.7	5.5
4: COc1ccccc1-c1nnc(SC)n1C
→ -1.1	-3.3	1	-0.9	0.9	1.1	-0.4	1.16	96.8	-3.2
5: O=C1CCC(=O)N1c1ccccc1-c1ccccc1
→ -7.3	6.9	1.1	0.0	-8.2	7.3	0.3	0.91	103.5	-1.4
6: N/C(=N\O)C1COc2ccccc2O1 (configuration not stated)
→ 10.3	2.5	1.1	0.9	-5.1	-10.2	-0.2	1.23	100.7	2.9
7: CCCNC(=O)C1CCN(S(=O)(=O)c2ccc3nc4c(c(C(=O)O)c3c2)CCCCC4)CC1
→ 6.9	-7.8	1	-0.1	-0.1	-6.9	0.0	1.05	105.2	-0.8
8: CCC(C)C(=O)Nc1nnc(SCC(=O)Nc2ccc(F)cc2)s1 (configuration not stated)
→ 11.4	6.7	1.1	0.4	-5.1	-11.3	-0.3	1.01	115.9	-2.1
9: Cc1ccc(C(=O)CSc2nc3ccccc3o2)cc1
→ -34.6	-5.5	1	-0.4	2.3	34.6	0.4	1.14	99.4	0.5
10: CCOC(=O)c1c(C)[nH]c(C(=O)COC(=O)CNC(=O)C2CCCCC2)c1C
→ 9.9	5.7	1	-0.9	-1.3	-9.9	0.0	1.1	135.6*	-2.4

The list continues:
Every second line gives: APP 5UTR inh	G6PDH CS	FLuc stim CS	DTT redox prof	FLuc inhib CS	APP 5'UTR act	Hsp70 activator	NF-kB neuron act	STAT1 act	HMGR II inh
11: Cc1ccc2cc(CN(CCCN(C)C)C(=O)NCc3ccccc3)c(=O)[nH]c2c1C
→ 10.2	8.6	1.1	-0.7	-6.9	-10.2	0.0	1.1	97.0	-0.6
12: CCOC(=O)c1c(NC(NC(=O)C(C)C)C(Cl)(Cl)Cl)sc2c1CCC2 (configuration not stated)
→ -3.1	7.1	1	-0.6	-4.3	3.1	-0.4	1.25	96.5	-1.8
13: Cc1ccc(N2C(=O)CC(Sc3nc4ccccc4o3)C2=O)cc1Cl (configuration not stated)
→ -2.6	9.4	1	-6.8	-3.8	2.6	0.3	0.92	91.6	-4.7
14: Cc1ccc2nc(N(CCCN(C)C)C(=O)CCc3ccccc3)sc2c1
→ 1.1	-54.6	1	0.4	-4.2	-1.1	-0.5	0.97	110.8	0.5
15: CN(CC(=O)Nc1ccc(F)c(Cl)c1)S(=O)(=O)c1cccc2nsnc12
→ 9.9	3.2	1	0.6	-2.8	-9.9	-0.2	0.94	94.5	-4.5
16: O=C(CN1CCOc2ccccc21)NC1CCCCCCC1
→ -24.6	/	/	-0.9	/	24.6	-0.1	/	104.6	/
17: CN(C)c1c2ccccc2nc2c(F)c(F)c(F)c(F)c12
→ -117.4	2.0	1	-0.1	-3.6	117.4	0.1	1.26	101.2	-1.7
18: Cc1ccccc1-n1c(=O)cc(NCc2ccc3c(c2)OCO3)[nH]c1=O
→ -4.2	2.3	1	2.2	-3.2	4.2	-0.3	1.07	100.0	-7.6
19: CC1CCCCN1S(=O)(=O)c1ccc(C(=O)Nc2ccccc2-c2nc3ccccc3s2)cc1 (configuration not stated)
→ -1.1	21.6	0.9	2.6	5.0	1.1	-0.3	1.14	101.4	0.3
20: CCn1c(CNC(=O)COc2ccc(C(C)C)cc2)nnc1SCC(=O)Nc1ccc(F)cc1
→ -3.0	2.4	1	-18.3	-3.9	3.0	-0.4	0.9	95.5	-7.8

Exported with bars between the fields: part of the list above
No. | Compound | APP 5UTR inh | G6PDH CS | FLuc stim CS | DTT redox prof | FLuc inhib CS | APP 5'UTR act | Hsp70 activator | NF-kB neuron act | STAT1 act | HMGR II inh
18 | Cc1ccccc1-n1c(=O)cc(NCc2ccc3c(c2)OCO3)[nH]c1=O | -4.2 | 2.3 | 1 | 2.2 | -3.2 | 4.2 | -0.3 | 1.07 | 100.0 | -7.6
19 | CC1CCCCN1S(=O)(=O)c1ccc(C(=O)Nc2ccccc2-c2nc3ccccc3s2)cc1 (configuration not stated) | -1.1 | 21.6 | 0.9 | 2.6 | 5.0 | 1.1 | -0.3 | 1.14 | 101.4 | 0.3

Later entries
Every second line gives: APP 5UTR inh	G6PDH CS	FLuc stim CS	DTT redox prof	FLuc inhib CS	APP 5'UTR act	Hsp70 activator	NF-kB neuron act	STAT1 act	HMGR II inh
21: Clc1cccc(-c2ccc(C=Nc3ccc(N4CCOCC4)cc3)o2)c1Cl
→ -24.4	19.4	0.7	1.6	26.2	24.4	-0.3	1.57	94.5	0.7
22: CCOC(=O)/C(C#N)=C\c1c(C)cc(C)c(COC(C)=O)c1C
→ -15.0	1.0	1.1	0.4	-8.2	15.0	-0.4	1.19	99.7	1.2
23: COc1ccc(-n2c(=O)cc(N3CCN(Cc4ccccc4)CC3)[nH]c2=O)cc1
→ 10.1	4.0	1.1	-0.4	-7.9	-10.1	-0.1	1.07	105.4	2.3
24: Cc1c(C(=O)Nc2ccc(F)cc2)c2ccccn2c1CCc1ccncc1
→ 10.8	-13.4	0.9	0.1	8.9	-10.8	-0.5	1.07	90.3	-4.1
25: Cc1ccccc1CC1(CO)CCCN(C(=O)c2cccc(Cl)c2)C1 (configuration not stated)
→ -22.6	10.4	1.1	-0.3	-11.3	22.6	0.0	1.01	103.1	-2.1
26: CCOc1ccc(-n2c(SCC(=O)Nc3ccccc3C)n[nH]c2=O)cc1
→ 10.9	1.2	1.1	1.9	-6.4	-10.9	-0.4	0.95	100.9	-6.0
27: Cc1ccc(S(=O)(=O)N(C)CC(=O)OCC(=O)c2c(N)n(C)c(=O)n(C)c2=O)cc1
→ -9.6	-1.9	1.1	-0.3	-7.4	9.6	-0.2	1.14	95.5	-5.5
28: CCOC(=O)C1=C(C)NC(=S)N(C(C)=O)C1c1ccc(Cl)cc1 (configuration not stated)
→ -7.4	3.2	1	-0.6	-1.9	7.4	0.2	1.25	104.3	0.8
29: COc1ccccc1NC(=O)CCC(=O)c1ccc(-c2ccccc2)cc1
→ -8.7	10.6	1	-0.1	1.1	8.7	-0.3	1.42	104.9	-4.7
30: O=C(OCc1nnc(-c2ccccc2)o1)C1=COCCO1
→ -13.3	-1.4	1	2.4	-4.3	13.3	0.0	1.19	105.1	-8.4

Later entries.
Every second line gives: APP 5UTR inh	G6PDH CS	FLuc stim CS	DTT redox prof	FLuc inhib CS	APP 5'UTR act	Hsp70 activator	NF-kB neuron act	STAT1 act	HMGR II inh
31: NNC(=O)Cn1c(-c2nonc2N)nc2ccccc21
→ -10.2	3.1	1	-1.1	-2.4	10.2	-0.2	1.2	104.3	5.7
32: COc1ccccc1NS(=O)(=O)c1ccc(O)cc1
→ 2.4	-0.2	1.1	0.0	-6.1	-2.4	-0.1	1.16	95.8	0.8
33: COc1ccc(-c2nc3ccccc3c(=O)n2CCOc2cc(C)ccc2C)cc1
→ -23.6	-2.2	1	1.8	-2.9	23.6	-0.3	1.09	99.1	-2.0
34: Cc1cc2ncn(CC(C)C)c2cc1C
→ -2.4	5.2	1.1	-1.3	-6.4	2.4	-0.3	1.11	99.5	0.0
35: CCn1c(SCC(=O)NCCOC)nc2sc3c(c2c1=O)CCCC3
→ -10.7	3.1	1	3.0	-1.9	10.7	0.6	0.9	98.4	/
36: Cc1ccc2c(c1)C=CC(C#N)N2C(=O)c1ccccc1 (configuration not stated)
→ 93.9*	4.0	1	-0.6	-3.3	-93.9	-0.3	1.1	105.2	-4.6
37: Cc1cccc(C(=O)N/N=C/c2ccncc2)c1
→ -6.0	-0.3	0.9	-5.2	6.9	6.0	-0.1	0.97	103.8	0.6
38: O=C(N/N=C\c1cccc(F)c1)c1ccc(Cn2cc(Br)c([N+](=O)[O-])n2)o1
→ -3.9	11.1	1	0.8	2.6	3.9	-0.3	1.08	105.9	-5.6
39: CCO[C@@H]1OC(C(=O)N2CCN(C)CC2)=C[C@H](C2CCCCC2)[C@H]1CCCO
→ -29.8	9.6	1	-1.1	-4.4	29.8	-0.1	1	98.5	0.0
40: CC(C)C(C)NC(=O)COc1ccc(S(=O)(=O)N2CCOCC2)cc1Cl (configuration not stated)
→ -2.9	11.5	1	-2.7	-1.3	2.9	-0.3	0.97	92.0	-5.8

Next structures follow.
Every second line gives: APP 5UTR inh	G6PDH CS	FLuc stim CS	DTT redox prof	FLuc inhib CS	APP 5'UTR act	Hsp70 activator	NF-kB neuron act	STAT1 act	HMGR II inh
41: CCOc1ccc(N2C(=O)Nc3ccccc3C2(O)C(=O)NCc2ccc3c(c2)OCO3)cc1 (configuration not stated)
→ -7.2	13.2	1	-4.6	-4.9	7.2	-0.1	1.2	101.7	-1.7
42: CCCCCCN(C(=O)CCCCCN1C(=O)NC(c2ccc(Cl)cc2)C(C(=O)OCc2ccccc2)=C1C)C(C(=O)NCCCC)c1ccc(OCC(=O)OC)c(C(=O)OC)c1 (configuration not stated)
→ -2.4	15.2	1	3.1	-4.5	2.4	0.1	1.2	92.2	-0.9
43: O=C(CN1CCN(Cc2ccccc2Cl)CC1)N=Nc1c(O)[nH]c2ccccc12
→ -18.3	-26.6	1.1	0.2	-6.9	18.3	0.1	0.88	91.9	3.6
44: CCOc1ccccc1N(CC(=O)N1CCOCC1)S(=O)(=O)c1ccccc1
→ -10.9	-3.0	1	0.1	-1.7	10.9	0.3	1.08	94.3	1.5
45: COc1ccccc1NS(=O)(=O)c1cc(NC(=O)c2sccc2C)ccc1N1CCCC1
→ -20.1	10.4	1.1	-0.9	-5.0	20.1	-0.1	/	96.3	-1.9
46: O=C(CSc1nnc(-c2cccnc2)n1-c1ccc(SC(F)F)cc1)N1CCCc2ccccc21
→ -10.3	2.6	1	0.4	-3.4	10.3	-0.3	0.89	92.7	-1.8
47: CC(C)P(=O)(Cc1cccc(C#N)c1)C(C)C
→ 2.0	11.9	1	1.7	-1.9	-2.0	0.4	1.02	106.2	-2.8
48: O=C(CN1C(=O)C2CC=CCC2C1=O)NCC(=O)Nc1ccc(F)c(F)c1F (configuration not stated)
→ 3.4	9.5	1	-1.6	-2.3	-3.4	-0.1	0.8	97.1	0.5
49: CC(C1CC1)N(Cc1ccccc1)C(=O)NC(=O)c1ccc(F)cc1 (configuration not stated)
→ 7.3	2.7	1.1	-2.0	-6.9	-7.3	-0.1	1.01	102.8	-3.8
50: CCc1cc2c(SCC#N)ncnc2s1
→ 5.5	23.8	1.1	0.5	-7.1	-5.5	0.8	0.95	103.5	2.6

Rows were taken by chance; any-hit rate near 5.3%.
